ARNT TACC3 PPI – disruptors of human ARNT/TACC3 interaction | 390,000 tested, 0.66% active | AlphaScreen His-ARNT PAS-B/GST-TACC3 binding, luminescence; TACC3 fragment carries E629A point mutation | AID 623870 | Q9Y6A5 | inhibition, % at 9.99 µM;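 active = mean inhibition of replicates at least 50% and at least half of replicates each reaching 50%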;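 note: 0% = complete ARNT plus TACC3 wells and 100% = ARNT alone without TACC3; many hits fall short of the cut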
RAD54 branch – inhibitors of human RAD54 branch migration | Q92698 | RAD54 Holliday junction branch migration, FAM/BHQ fluorescence | inhibition, % at 10.4 µM | 360,000 tested, 0.14% active | AID 602329;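 active = mean normalized replicate activity at least 40 and at least half of replicates scoring 40 or more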;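 note: 0% = median of neutral control wells and 100% = median of positive control wells; inhibitors cause a drop in the FAM fluorescence signal; in these data hits start at about 50%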
CASP6 VEID inh – inhibitors of human caspase-6; purified caspase-6, Z-VEID-R110 cleavage fluorescence; P55212; inhibition, % at 12.5 µM; 350,000 tested, 0.53% active;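 active = mean inhibition across replicates at least about 35%, with every replicate also reaching that limit, limit read from the data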;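 note: 0% = median of neutral control wells and 100% = no fluorescence left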
Target sequence (P55212 24-179 limits assumed): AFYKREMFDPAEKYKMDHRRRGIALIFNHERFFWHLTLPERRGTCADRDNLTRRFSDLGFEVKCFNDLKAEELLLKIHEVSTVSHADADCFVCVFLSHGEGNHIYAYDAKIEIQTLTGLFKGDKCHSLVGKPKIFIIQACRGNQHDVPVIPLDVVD
Target sequence (P55212 194-293 limits assumed): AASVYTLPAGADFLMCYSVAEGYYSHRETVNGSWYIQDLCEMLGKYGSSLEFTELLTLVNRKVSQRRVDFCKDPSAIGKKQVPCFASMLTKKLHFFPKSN
RAD52 inh – blocks human RAD52 DNA annealing; 360,000 tested, 0.46% active; AID 651710; recombinant RAD52 DNA annealing, FRET fluorescence; inhibition, % at 18.7 µM; P43351;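 active = every replicate showing at least 50% inhibition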
E-selectin induc – induces E-selectin expression in human endothelial cells; P16581; HUVEC E-selectin immunofluorescence imaging; normalized: neutral wells 0, TNF-alpha wells 100; activation, % at 7.58 µM; 260,000 tested, 0.37% active;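 active = mean E-selectin-positive cell signal at least 10% of the positive control, reached in at least 60% of replicates, without over 20% cell loss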;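 note: in these data hits start at about 27%; measured in HUVEC primary endothelial cells; signal is the percent of cells scored E-selectin positive by PE staining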
Target sequence (P16581 whole entry, looked up): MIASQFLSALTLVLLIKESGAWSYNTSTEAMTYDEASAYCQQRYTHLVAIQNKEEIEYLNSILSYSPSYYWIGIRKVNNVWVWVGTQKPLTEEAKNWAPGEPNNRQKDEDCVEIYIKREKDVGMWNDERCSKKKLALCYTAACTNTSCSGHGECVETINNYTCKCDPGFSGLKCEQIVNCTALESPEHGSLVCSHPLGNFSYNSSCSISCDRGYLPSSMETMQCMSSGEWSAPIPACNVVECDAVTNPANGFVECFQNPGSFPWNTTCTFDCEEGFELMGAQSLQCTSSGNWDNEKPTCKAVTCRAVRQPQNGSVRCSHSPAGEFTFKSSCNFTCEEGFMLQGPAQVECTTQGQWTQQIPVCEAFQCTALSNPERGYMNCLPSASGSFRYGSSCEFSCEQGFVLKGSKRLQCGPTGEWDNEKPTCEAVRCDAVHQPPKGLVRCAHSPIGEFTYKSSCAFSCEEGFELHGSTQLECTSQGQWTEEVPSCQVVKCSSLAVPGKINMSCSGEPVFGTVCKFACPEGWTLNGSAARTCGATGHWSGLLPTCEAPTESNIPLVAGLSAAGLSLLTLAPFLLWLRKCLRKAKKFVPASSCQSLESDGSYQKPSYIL
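Test system – human umbilical vein endothelial cells (HUVEC), E-selectin induction · Input – 3,000 HUVEC seeded per well · Buffer or medium – EGM-2, gelatin · Compound dosing – single-point compound dose · Detection – immunofluorescence imaging · Measure – percent E-selectin-positive cells · Controls – TNF-alpha high, DMSO low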
ERp5 inh – ERp5 (human) disulfide isomerase inhibition. Q15084. ERp5 insulin aggregation, absorbance 650 nm, 90 min. inhibition, % at 9.99 µM. 350,000 tested, 0.05% active;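 active = mean replicate inhibition above about 25%, with every replicate also reaching it, limit read from the data, passing the limit was not always enough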
PglD DTNB – inhibitors of Campylobacter jejuni PglD acetyltransferase. purified PglD enzyme, DTNB colorimetric CoA detection. 360,000 tested, 0.098% active. inhibition, % at 12.5 µM; in the data active = inhibition above about 16%, passing the limit was not always enough; note: strong numbers were not always called active
esBAF inh – blocks esBAF chromatin remodeling in mouse ES cells | reporter increase, % at 12.5 µM | 350,000 tested, 2% active | Bmi1-luciferase knock-in reporter, 24 h; 100% = twice the neutral-well signal; in the data active = activation above about 40%;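 note: 0% = median of the plate's neutral control wells and 100% = double that signal; a rise in the Bmi1 reporter signal indicates esBAF inhibition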
An asterisk follows results filed as active; & = joins results of further samples. Rows are unselected (roughly 3.2% active in at least one column).

Results for CCC(=O)Nc1sc(C(=O)OC)c(C)c1C(=O)OC ?
ARNT TACC3 PPI: 0; RAD54 branch: 7; CASP6 VEID inh: 3; RAD52 inh: 0; ERp5 inh: -15; PglD DTNB: 4; esBAF inh: -3

How did COc1ccc(NC(=O)N(C)C[C@H]2OCCCC[C@H](C)Oc3ccc(NC(=O)Nc4ccc(F)cc4)cc3C(=O)N([C@@H](C)CO)C[C@H]2C)cc1 do in these assays?
ARNT TACC3 PPI: -8; RAD54 branch: 6; CASP6 VEID inh: -2; RAD52 inh: 28; E-selectin induc: -0.2; ERp5 inh: 1; PglD DTNB: 0; esBAF inh: 1

What do the screens show for `Fc1cc(F)c2nc(N3CCOCC3)sc2c1`?
ARNT TACC3 PPI: -8; RAD54 branch: -4; E-selectin induc: 0.0; PglD DTNB: -4

Results for CCC1=C(OC(=O)N(CC)CC)N2C(=O)OC(=NCC(=O)OC)[C@]2(C)[C@H]2C1=CC[C@H]1C(=O)N(CC(=O)OC)C(=O)[C@H]12 ?
ARNT TACC3 PPI: -4; RAD54 branch: 7; CASP6 VEID inh: 2; RAD52 inh: -15; E-selectin induc: 0.4; ERp5 inh: 7; PglD DTNB: -4; esBAF inh: -5

How did Cc1noc(C)c1S(=O)(=O)Nc1ccc2c(c1)CC(=O)N([C@@H](C)CO)C[C@@H](C)[C@@H](CN(C)Cc1ccc(Cl)c(Cl)c1)O2 do in these assays?
ARNT TACC3 PPI: -7; RAD54 branch: -5; CASP6 VEID inh: -2; RAD52 inh: -16; E-selectin induc: 0.2; ERp5 inh: 0; PglD DTNB: -1; esBAF inh: 3

What do the screens show for `COC(CNC(=O)c1cc(Sc2nnc(C)s2)nc2ccccc12)OC`?
ARNT TACC3 PPI: 1; RAD54 branch: -4; E-selectin induc: 0.1; PglD DTNB: 5

Results for C=C1C(=O)O[C@H]2C[C@H]1[C@@H](OC(C)=O)C/C(C)=C/CC/C(C)=C\CC[C@]2(C)O ?
ARNT TACC3 PPI: 3; RAD54 branch: -6; CASP6 VEID inh: 7; RAD52 inh: 2; ERp5 inh: -7; PglD DTNB: -6; esBAF inh: 23

What do the screens show for `O=C(CN1CCOCC1)N1CCCCN2[C@@H](CO)[C@H](c3ccc(C#Cc4ccccc4)cc3)[C@@H]2C1`?
ARNT TACC3 PPI: 4; RAD54 branch: -11; CASP6 VEID inh: 2; RAD52 inh: 2; E-selectin induc: -0.2; ERp5 inh: -3; PglD DTNB: 0

Results for CCOc1ccc(C(=O)NCC(=O)OCC(=O)N2CCC(C)CC2)cc1 ?
ARNT TACC3 PPI: -4; RAD54 branch: -8; CASP6 VEID inh: 0; RAD52 inh: -5; ERp5 inh: 1; PglD DTNB: -3; esBAF inh: -3

What do the screens show for `Cc1ccc(S(=O)(=O)N2CCN(C(=O)c3ccccc3)C2)cc1[N+](=O)[O-]`?
ARNT TACC3 PPI: -3; CASP6 VEID inh: -1; RAD52 inh: 2; ERp5 inh: -2

What do the screens show for `Cc1cccc(NC(=O)c2nc[nH]c2C(=O)N2CCN(c3ccccc3)CC2)c1`?
ARNT TACC3 PPI: -12; RAD54 branch: 2; CASP6 VEID inh: -2; RAD52 inh: -15; E-selectin induc: 1.0; ERp5 inh: 6; PglD DTNB: 5; esBAF inh: 4

What do the screens show for `C[C@H](O)C#Cc1cnc2c(c1)C(=O)N([C@@H](C)CO)C[C@@H](C)[C@H](CN(C)CC1CCOCC1)O2`?
ARNT TACC3 PPI: -8; RAD54 branch: 2; CASP6 VEID inh: -1; RAD52 inh: -8; E-selectin induc: -0.2; ERp5 inh: 9; PglD DTNB: 1; esBAF inh: 2

Results for CC(C)C#Cc1ccc([C@H]2[C@@H](CO)N3C(=O)CN(C(=O)c4ccccn4)C[C@H]23)cc1 ?
CASP6 VEID inh: 0; RAD52 inh: -2; E-selectin induc: -0.2; ERp5 inh: 5

How did COc1ccc(NC(=O)c2cc(C)no2)cc1Cl do in these assays?
ARNT TACC3 PPI: -4; RAD54 branch: 3; CASP6 VEID inh: -3; RAD52 inh: -12; E-selectin induc: 0.2; ERp5 inh: 2; PglD DTNB: 8; esBAF inh: 1

Results for CN(C)Cc1ncccc1Oc1nc2cc(-c3cccc(Cl)c3)sc2c(=O)n1C ?
RAD54 branch: 6; CASP6 VEID inh: -3; RAD52 inh: 7; E-selectin induc: -0.1; ERp5 inh: -4; PglD DTNB: 3; esBAF inh: -5

What do the screens show for `O=C(NC1CCN(Cc2ccccc2)CC1)c1ccc2c(c1)[nH]c(=O)n2Cc1ccc(F)cc1`?
ARNT TACC3 PPI: 0; CASP6 VEID inh: 4; RAD52 inh: -104; ERp5 inh: -3

How did Cc1noc(C)c1S(=O)(=O)Nc1ccc2c(c1)C(=O)N([C@@H](C)CO)C[C@H](C)[C@@H](CN(C)Cc1ccc(C(F)(F)F)cc1)O2 do in these assays?
ARNT TACC3 PPI: 6; RAD54 branch: -3; CASP6 VEID inh: 0; RAD52 inh: -11; E-selectin induc: 0.1; ERp5 inh: 1; PglD DTNB: -2; esBAF inh: -8

How did O=C(NNC(=O)C1CCN(c2ncccn2)CC1)c1ccncc1 do in these assays?
ARNT TACC3 PPI: 0; CASP6 VEID inh: -4; RAD52 inh: -11; ERp5 inh: 1

How did CCOC(=O)Nc1csnn1 do in these assays?
ARNT TACC3 PPI: -3; RAD54 branch: -1; RAD52 inh: 8; E-selectin induc: 0.2; ERp5 inh: 1; PglD DTNB: -2; esBAF inh: 2

How did Nc1nc(F)nc2c1ncn2[C@@H]1O[C@H](CO)[C@@H](O)[C@H]1O do in these assays?
ARNT TACC3 PPI: -5; RAD54 branch: -3; CASP6 VEID inh: 0; RAD52 inh: -5; E-selectin induc: 5.5; ERp5 inh: 3; PglD DTNB: 5; esBAF inh: -79

An excerpt from above in order of SMILES length, high to low:
How did Cc1noc(C)c1S(=O)(=O)Nc1ccc2c(c1)C(=O)N([C@@H](C)CO)C[C@H](C)[C@@H](CN(C)Cc1ccc(C(F)(F)F)cc1)O2 do in these assays?
ARNT TACC3 PPI: 6; RAD54 branch: -3; CASP6 VEID inh: 0; RAD52 inh: -11; E-selectin induc: 0.1; ERp5 inh: 1; PglD DTNB: -2; esBAF inh: -8

Results for CC(C)C#Cc1ccc([C@H]2[C@@H](CO)N3C(=O)CN(C(=O)c4ccccn4)C[C@H]23)cc1 ?
CASP6 VEID inh: 0; RAD52 inh: -2; E-selectin induc: -0.2; ERp5 inh: 5

How did CCOC(=O)Nc1csnn1 do in these assays?
ARNT TACC3 PPI: -3; RAD54 branch: -1; RAD52 inh: 8; E-selectin induc: 0.2; ERp5 inh: 1; PglD DTNB: -2; esBAF inh: 2

Continuation:
What do the screens show for `C[C@H]1CN([C@@H](C)CO)C(=O)c2cc(Br)cnc2O[C@H]1CN(C)C(=O)Nc1ccccc1`?
ARNT TACC3 PPI: -4; RAD54 branch: 3; CASP6 VEID inh: 1; RAD52 inh: -6; E-selectin induc: 0.1; ERp5 inh: 0; PglD DTNB: 1; esBAF inh: -4

How did CCCCOc1ccc(/C=N/Nc2cc(N3CCOCC3)nc(C)n2)cc1 do in these assays?
ARNT TACC3 PPI: 3; RAD54 branch: -5; CASP6 VEID inh: 2; RAD52 inh: -4; E-selectin induc: 0.3; ERp5 inh: 5; PglD DTNB: -4; esBAF inh: -10

Results for CCCc1cc(=O)n2c([nH]c3ccccc32)c1C#N ?
ARNT TACC3 PPI: 3; RAD54 branch: 7; PglD DTNB: -1; esBAF inh: -4

Results for COc1ccc(N2CCN(CCCNC(=O)Cn3c(=O)c4cccn4c4cccnc43)CC2)cc1 ?
ARNT TACC3 PPI: 26; RAD54 branch: -4; CASP6 VEID inh: -22; RAD52 inh: -19; E-selectin induc: 3.0; ERp5 inh: -4; PglD DTNB: 0; esBAF inh: 0

How did Cc1nn(-c2ccccc2)c(C)c1CCC(=O)O do in these assays?
ARNT TACC3 PPI: 0; RAD54 branch: 2; PglD DTNB: -2; esBAF inh: 14

Results for COc1cccc(-c2ccc(C3[C@H]4CNC[C@@H]3N4C(=O)Nc3ccccc3OC)cc2)c1 (stereo partly specified) ?
CASP6 VEID inh: 3&0; RAD52 inh: 27&-86; E-selectin induc: 0.1&0.2; ERp5 inh: 0&-1

How did COC(=O)CN(c1cc(Cl)ccc1OC)S(=O)(=O)c1ccc(C)cc1 do in these assays?
ARNT TACC3 PPI: -2; CASP6 VEID inh: 2; RAD52 inh: -15; E-selectin induc: 1.0; ERp5 inh: 2

What do the screens show for `COc1ccc(-c2nc(C#N)c(N3CCOCC3)o2)cc1OC`?
ARNT TACC3 PPI: 3; RAD54 branch: 12; PglD DTNB: 0; esBAF inh: 1

Results for O=C(COc1cccc2cccnc12)N/N=C/c1cccn1-c1ccc(F)cc1 ?
ARNT TACC3 PPI: 13; CASP6 VEID inh: -1; RAD52 inh: -8; E-selectin induc: -0.2; ERp5 inh: 1

How did CCCCCCCC(=O)Nc1ccc(S(=O)(=O)Nc2nccs2)cc1 do in these assays?
ARNT TACC3 PPI: -7; CASP6 VEID inh: -2; RAD52 inh: -5; ERp5 inh: -1

Among those listed so far, 2 contain two or more sulfur atoms.
What do the screens show for `COC(CNC(=O)c1cc(Sc2nnc(C)s2)nc2ccccc12)OC`?
ARNT TACC3 PPI: 1; RAD54 branch: -4; E-selectin induc: 0.1; PglD DTNB: 5

How did CCCCCCCC(=O)Nc1ccc(S(=O)(=O)Nc2nccs2)cc1 do in these assays?
ARNT TACC3 PPI: -7; CASP6 VEID inh: -2; RAD52 inh: -5; ERp5 inh: -1

(cont.)
How did O=C(Nc1ccccc1)c1ccc(-c2ccc(F)cc2)s1 do in these assays?
ARNT TACC3 PPI: 3; CASP6 VEID inh: 1; RAD52 inh: -4; ERp5 inh: 4

What do the screens show for `CCOC(=O)N(C)[C@H]1C[C@H]2c3[nH]c4c(-c5ccccc5)cccc4c3CCN2C(=O)[C@H]1[C@H](C)O`?
CASP6 VEID inh: 1; RAD52 inh: 9; E-selectin induc: -0.2; ERp5 inh: 2

How did c1ccc(Cc2nnc(-c3ccccc3)o2)cc1 do in these assays?
ARNT TACC3 PPI: 0; RAD54 branch: 2; PglD DTNB: -1; esBAF inh: 49*

How did CC(C)Oc1ccc(Cc2c(O)nc(NCCCN(C)C)[nH]c2=O)cc1 do in these assays?
ARNT TACC3 PPI: -2; RAD54 branch: -11; PglD DTNB: -1; esBAF inh: -8

Assay outcomes (PubChem)
